SMARCA2 act: activators of SMARCA2 function. MG213 cells, MMTV-luciferase reporter, dexamethasone, overnight. activation, % at 9.1 µM. 370,000 compounds, 1% hits. AID 652017; in the data active = activation above about 7.8%;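 also: 0% = vehicle wells and 100% = reference activator wells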
GC-A act: GC-A (human) enzyme activation | P16066 | HEK293 GC-A cells, cGMP TR-FRET, EC30 ANP; 0% at EC30 ANP, 100% saturating ANP | 370,000 compounds, 0.14% hits | activation, % at 10 µM; in the data active = activation above about 40%
GC-B act: GC-B (human) receptor activation; P20594; HEK293-GC-B cells, CNP EC30, cGMP TR-FRET; 0% at EC30 CNP, 100% saturating CNP; activation, % at 10 µM; 370,000 compounds, 0.11% hits;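 active = activation at 10 µM reaching about 35% in either raw or pattern-adjusted values, limit read from the data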
FXN GAA850 act: activators of GAA850 frataxin (FXN) promoter. HEK293 lucGAA850 FXN promoter luciferase reporter, 24 h; percent of 10 µM SAHA response. activation, % at 6 µM. 360,000 compounds, 0.56% hits. AID 540364;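 active = activation above the average of all compounds screened plus 3 SD, cutoff fixed separately per campaign, cut at about 7.5% in these data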;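 also: 0% = DMSO wells and 100% = 10 µM SAHA wells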
DAX1 inh-1: blocks DAX1 repression of SF-1 activated StAR promoter | HEK293T StAR-luciferase reporter, SF-1/DAX-1 repression relief | inhibition, % at 6.8 µM | 370,000 compounds, 1.1% hits | AID 652010;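 active = inhibition above the mean over all tested compounds plus 3 SD, cut at about 3.6% in these data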;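 also: 0% = DAX-1 cells with DMSO and 100% = cells lacking DAX-1 with DMSO; higher inhibition means more luminescence from relief of DAX-1 repression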
ssDAF-12 act: activators of S. stercoralis DAF-12 nuclear receptor; HEK293 ssDAF-12/GRIP1 lit1-tk-luc reporter, luminescence; % of 3 µM dafachronic acid response; activation, % at 6.8 µM; 370,000 compounds, 1% hits; AID 652126;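 active = activation above the mean over all tested compounds plus 3 SD, cut at about 0.9% in these data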;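 also: 0% = DMSO-only wells and 100% = 3 µM delta7-dafachronic acid wells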
hgDAF12 agonist: hgDAF-12 agonism, primary luciferase screen | 370,000 compounds, 1.8% hits | HEK293 GAL4-hgDAF12 UAS-luciferase reporter, agonist luminescence; normalized to butyrate control | activation, % at 6.8 µM;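 active = activation above a cutoff set at the mean of all screened compounds plus 3 SD, cut at about 10% in these data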;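 also: 0% = DMSO wells and 100% = sodium butyrate wells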
sPLA2-III inh: Inhibits HGIII-sPLA2 liposome hydrolysis, primary screen; 370,000 compounds, 0.56% hits; inhibition, % at 12.2 µM; QFRET BODIPY PC-A2 liposome hydrolysis, fluorescence; AID 743126;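 active = inhibition above mean plus 3 SD of compounds lying within the high and low control bounds, cut at about 19% in these data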;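 also: 0% = median of test compound wells and 100% = no enzyme DMSO wells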
Target sequence (Q9NZ20 whole entry, looked up): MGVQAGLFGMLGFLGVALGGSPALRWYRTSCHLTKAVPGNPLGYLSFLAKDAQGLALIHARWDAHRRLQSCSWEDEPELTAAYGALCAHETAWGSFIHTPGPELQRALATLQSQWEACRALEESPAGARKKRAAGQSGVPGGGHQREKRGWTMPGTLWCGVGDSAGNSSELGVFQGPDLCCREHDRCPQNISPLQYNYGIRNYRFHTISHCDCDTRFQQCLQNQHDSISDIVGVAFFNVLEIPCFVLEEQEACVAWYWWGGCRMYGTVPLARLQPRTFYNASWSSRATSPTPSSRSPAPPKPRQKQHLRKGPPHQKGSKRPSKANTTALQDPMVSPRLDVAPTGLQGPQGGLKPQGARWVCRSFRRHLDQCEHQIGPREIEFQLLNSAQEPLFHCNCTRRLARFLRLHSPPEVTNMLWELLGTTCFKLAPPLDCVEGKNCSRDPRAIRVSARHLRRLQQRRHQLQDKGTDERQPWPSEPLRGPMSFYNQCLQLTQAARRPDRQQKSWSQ
hcDAF12 agonist: activates DAF-12 receptor from parasite H. contortus. HEK293 hcDAF-12 lit1-tk-luc reporter, luminescence; 0% DMSO, 100% Δ7-dafachronic acid. activation, % at 6.8 µM. 370,000 compounds, 1.4% hits;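 active = activation above the mean of all tested compounds plus 3 SD, cut at about 5.5% in these data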;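 also: 100% = response to 3 µM Δ7-dafachronic acid high control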
DAX1 inh-2: inhibits human nuclear receptor DAX1 | HEK293 Gal4-DAX1 luciferase reporter, luminescence | AID 504766 | 340,000 compounds, 0.99% hits | inhibition, % at 6.75 µM;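 active = inhibition above the mean over all tested compounds plus 3 SD, cut at about 4.2% in these data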;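 also: 0% = DAX1-transfected cells with DMSO and 100% = empty-vector control cells with DMSO; inhibition shows as a rise in luminescence from relieved DAX1 repression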
Target sequence (P51843 207-470 limits assumed): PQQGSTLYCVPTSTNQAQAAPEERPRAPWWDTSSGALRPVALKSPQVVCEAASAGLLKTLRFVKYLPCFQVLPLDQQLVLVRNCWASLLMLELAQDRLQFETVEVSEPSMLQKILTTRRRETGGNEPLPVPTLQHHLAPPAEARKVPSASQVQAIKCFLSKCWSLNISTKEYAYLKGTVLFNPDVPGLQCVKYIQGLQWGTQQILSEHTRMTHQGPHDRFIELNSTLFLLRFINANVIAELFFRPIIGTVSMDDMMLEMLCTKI
proKLK7 act: activates the human kallikrein-7 zymogen; purified proKLK7, EDANS-DABCYL substrate fluorescence; 100% is mature enzyme control, 0% vehicle; activation, % at 7 µM; 370,000 compounds, 0.9% hits;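 active = activation above the mean of all tested compounds plus 3 SD, computed per campaign excluding outliers beyond control limits, cut at about 13% in these data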
Target sequence (P49862 whole entry, looked up): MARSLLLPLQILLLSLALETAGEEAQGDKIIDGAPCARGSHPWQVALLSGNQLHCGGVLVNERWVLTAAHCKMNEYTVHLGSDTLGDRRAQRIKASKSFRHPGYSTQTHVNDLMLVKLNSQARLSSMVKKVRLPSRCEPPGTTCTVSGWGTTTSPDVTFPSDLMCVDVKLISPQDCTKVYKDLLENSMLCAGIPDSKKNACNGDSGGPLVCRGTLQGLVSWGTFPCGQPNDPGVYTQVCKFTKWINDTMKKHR
An asterisk follows results filed as active.

How did CCCc1ccc(OCc2ccc(C(=O)N3CCCC3)o2)cc1 do in these assays?
SMARCA2 act: -3; GC-A act: 5; GC-B act: -4; FXN GAA850 act: 5.0; DAX1 inh-1: -0.2; ssDAF-12 act: -1.2; hgDAF12 agonist: -1.4; sPLA2-III inh: 6; hcDAF12 agonist: -2.6; DAX1 inh-2: -0.2; proKLK7 act: 0.3

Results for O=C(c1ccco1)N1CCN(C(=S)Nc2ccc(F)cc2)CC1 ?
SMARCA2 act: 1; GC-A act: 1; GC-B act: 2; FXN GAA850 act: -0.5; DAX1 inh-1: -1.9; ssDAF-12 act: -1.1; hgDAF12 agonist: 0.0; sPLA2-III inh: 4; hcDAF12 agonist: 0.1; DAX1 inh-2: -0.2; proKLK7 act: 0.2

How did CN(C)c1ccc(/C=N/NC(=O)c2cccc(N3CCCC3=O)c2)cc1 do in these assays?
SMARCA2 act: 3; GC-A act: -10; GC-B act: -7; FXN GAA850 act: 4.0; DAX1 inh-1: 0.2; ssDAF-12 act: -1.5; hgDAF12 agonist: 2.0; sPLA2-III inh: 6; hcDAF12 agonist: 1.9; DAX1 inh-2: 0.6; proKLK7 act: 1.0

Results for CCCCn1c(CCc2ccccc2)nc2cc3[nH]c(=O)c(C(C)C)nc3cc21 ?
SMARCA2 act: -1; GC-A act: 15; GC-B act: 26; FXN GAA850 act: 1.7; DAX1 inh-1: -0.2; ssDAF-12 act: -1.5; hgDAF12 agonist: -0.2; sPLA2-III inh: -18; hcDAF12 agonist: -1.1; DAX1 inh-2: 0.6; proKLK7 act: -20

Results for COc1ccc(NC(=O)CSc2nc3ccccc3nc2N2CCCC2)c(OC)c1 ?
SMARCA2 act: -1; GC-A act: 4; GC-B act: -6; FXN GAA850 act: 2.5; DAX1 inh-1: -0.4; ssDAF-12 act: -0.8; hgDAF12 agonist: 2.3; sPLA2-III inh: 11; hcDAF12 agonist: 2.4; DAX1 inh-2: -0.5; proKLK7 act: -3.7

What do the screens show for `COc1ccc(C(NC(=O)c2ccc(-c3ccccc3)cc2)c2ccccc2)cc1` (configuration not stated)?
SMARCA2 act: -1; GC-A act: 1; GC-B act: 3; FXN GAA850 act: -1.9; DAX1 inh-1: 0.2; ssDAF-12 act: -0.9; hgDAF12 agonist: 2.3; sPLA2-III inh: 7; hcDAF12 agonist: -1.6; DAX1 inh-2: -0.2; proKLK7 act: 0.1

How did CCOc1ccc(NC(=O)c2cc(Cl)nc3ccccc23)cc1 do in these assays?
SMARCA2 act: -2; GC-A act: -4; GC-B act: -5; FXN GAA850 act: -0.4; DAX1 inh-1: 0.3; ssDAF-12 act: -0.4; hgDAF12 agonist: 0.8; sPLA2-III inh: -1; hcDAF12 agonist: 1.0; DAX1 inh-2: 4.3*; proKLK7 act: 0.2

How did S=C(Nc1ccccc1Cl)OCCN1CCCC12CCC(c1ccccc1)CC2 (configuration not stated) do in these assays?
GC-A act: -2; GC-B act: 0; ssDAF-12 act: -0.9; hgDAF12 agonist: 1.2; sPLA2-III inh: 4; hcDAF12 agonist: -0.9

Results for CCOc1ccccc1NC(=O)N1CCCc2ccccc21 ?
SMARCA2 act: -1; GC-A act: -5; GC-B act: 1; FXN GAA850 act: -0.1; DAX1 inh-1: -1.4; ssDAF-12 act: -1.5; hgDAF12 agonist: -1.6; sPLA2-III inh: 5; hcDAF12 agonist: 2.0; DAX1 inh-2: 1.1; proKLK7 act: -0.4

What do the screens show for `C=CCNCCCCOc1ccc(OCc2ccccc2)cc1`?
SMARCA2 act: 8; GC-A act: 8; GC-B act: -5; FXN GAA850 act: 9.1*; DAX1 inh-1: 3.1; ssDAF-12 act: -1.0; hgDAF12 agonist: 15*; sPLA2-III inh: -3; hcDAF12 agonist: 3.2; DAX1 inh-2: 0.9; proKLK7 act: -0.7

What do the screens show for `Cc1nc2c(OCc3ccc(Cl)cc3Cl)cccn2c1N(C)Cc1cccs1`?
SMARCA2 act: -7; GC-A act: -2; GC-B act: -3; FXN GAA850 act: 1.0; DAX1 inh-1: -1.7; ssDAF-12 act: -1.9; hgDAF12 agonist: -0.4; sPLA2-III inh: 5; hcDAF12 agonist: -1.1; proKLK7 act: 0.4

Results for CCOC(=O)N1CCC(c2cc(=O)n3[nH]ccc3n2)CC1 ?
SMARCA2 act: 2; GC-A act: 2; GC-B act: 8; FXN GAA850 act: -0.1; DAX1 inh-1: 0.2; ssDAF-12 act: -0.3; hgDAF12 agonist: 2.7; sPLA2-III inh: -7; hcDAF12 agonist: -1.8; DAX1 inh-2: 0.2; proKLK7 act: 1.6

Not a retest: entries from further up.
How did S=C(Nc1ccccc1Cl)OCCN1CCCC12CCC(c1ccccc1)CC2 (configuration not stated) do in these assays?
GC-A act: -2; GC-B act: 0; ssDAF-12 act: -0.9; hgDAF12 agonist: 1.2; sPLA2-III inh: 4; hcDAF12 agonist: -0.9

Results for CCOc1ccccc1NC(=O)N1CCCc2ccccc21 ?
SMARCA2 act: -1; GC-A act: -5; GC-B act: 1; FXN GAA850 act: -0.1; DAX1 inh-1: -1.4; ssDAF-12 act: -1.5; hgDAF12 agonist: -1.6; sPLA2-III inh: 5; hcDAF12 agonist: 2.0; DAX1 inh-2: 1.1; proKLK7 act: -0.4

The listing continues:
How did COc1ccc(N2CCN(c3nc(NCCc4ccc(OC)c(OC)c4)nc(OC)n3)CC2)cc1 do in these assays?
SMARCA2 act: 3; GC-A act: 1; GC-B act: 5; FXN GAA850 act: -4.6; DAX1 inh-1: -1.4; ssDAF-12 act: -2.3; hgDAF12 agonist: -0.8; sPLA2-III inh: 3; hcDAF12 agonist: -2.6; DAX1 inh-2: -1.8; proKLK7 act: 0.6

How did O=C(NCCCC(=O)N1CCOCC1)c1cccnc1 do in these assays?
SMARCA2 act: -1; GC-A act: 3; GC-B act: 5; FXN GAA850 act: -0.7; DAX1 inh-1: 1.5; ssDAF-12 act: -1.4; hgDAF12 agonist: 3.0; sPLA2-III inh: -6; hcDAF12 agonist: 0.8; DAX1 inh-2: 0.3; proKLK7 act: -0.2

How did O=C(Nc1ccccc1)C(Cc1cccs1)c1nn[nH]n1 (configuration not stated) do in these assays?
SMARCA2 act: 2; GC-A act: 1; GC-B act: -1; FXN GAA850 act: -2.7; DAX1 inh-1: 0.3; ssDAF-12 act: -0.7; hgDAF12 agonist: 0.7; sPLA2-III inh: -3; hcDAF12 agonist: 0.1; DAX1 inh-2: 0.3; proKLK7 act: 0.6

How did O=C(COC(=O)c1cccc(F)c1)Nc1cccc(S(=O)(=O)N2CCOCC2)c1 do in these assays?
SMARCA2 act: -3; GC-A act: -1; GC-B act: -4; FXN GAA850 act: -0.9; DAX1 inh-1: 1.1; ssDAF-12 act: -0.9; hgDAF12 agonist: 0.7; sPLA2-III inh: -1; hcDAF12 agonist: 1.0; DAX1 inh-2: 1.6; proKLK7 act: 0.0

What do the screens show for `CC(C)CCN1CCC(n2nccc2NC(=O)C2CCOC2)CC1` (configuration not stated)?
SMARCA2 act: -1; GC-A act: -3; GC-B act: -4; FXN GAA850 act: -0.7; DAX1 inh-1: 0.4; ssDAF-12 act: -0.8; hgDAF12 agonist: 1.8; sPLA2-III inh: -1; hcDAF12 agonist: -1.9; DAX1 inh-2: -0.2; proKLK7 act: -0.3

How did O=C1CC(C(=O)Nc2ccc(C(=O)O)cc2)C(c2ccccc2)O1 (configuration not stated) do in these assays?
SMARCA2 act: -3; GC-A act: -2; GC-B act: -10; FXN GAA850 act: 0.6; DAX1 inh-1: -0.2; ssDAF-12 act: -0.8; hgDAF12 agonist: -0.5; sPLA2-III inh: -1; hcDAF12 agonist: -0.6; DAX1 inh-2: 0.6; proKLK7 act: 0.2

What do the screens show for `Cn1ccnc1SCc1ccc([N+](=O)[O-])cc1`?
SMARCA2 act: 0; GC-A act: 5; GC-B act: 6; FXN GAA850 act: 1.7; DAX1 inh-1: -0.3; ssDAF-12 act: -1.8; hgDAF12 agonist: -0.2; sPLA2-III inh: 6; hcDAF12 agonist: 0.5; DAX1 inh-2: 0.7; proKLK7 act: -0.3

What do the screens show for `O=C(CN1C(=O)C2C3CCC(C3)C2C1=O)OCC(=O)c1cccc([N+](=O)[O-])c1` (configuration not stated)?
SMARCA2 act: 0; GC-A act: 5; GC-B act: 5; FXN GAA850 act: 3.7; DAX1 inh-1: -0.1; ssDAF-12 act: -1.6; hgDAF12 agonist: -1.9; sPLA2-III inh: -4; hcDAF12 agonist: -2.0; DAX1 inh-2: 0.2; proKLK7 act: 0.2

How did CCOC(=O)C1CCN(C(=O)c2cnn3c(C)cc(C)nc23)CC1 do in these assays?
SMARCA2 act: 0; GC-A act: 4; GC-B act: 2; FXN GAA850 act: 1.0; DAX1 inh-1: -0.1; ssDAF-12 act: -0.9; hgDAF12 agonist: -0.4; sPLA2-III inh: 5; hcDAF12 agonist: -2.4; DAX1 inh-2: 0.8; proKLK7 act: 2.3

Results for CCNc1nc2nonc2nc1NCC ?
SMARCA2 act: -2; GC-A act: 1; GC-B act: -10; FXN GAA850 act: 1.2; DAX1 inh-1: -0.8; ssDAF-12 act: -1.3; hgDAF12 agonist: -2.0; sPLA2-III inh: 7; hcDAF12 agonist: -1.2; DAX1 inh-2: -0.6; proKLK7 act: 0.7

What do the screens show for `C=CCn1c(SCc2ccccc2C#N)nnc1-c1ccccc1O`?
SMARCA2 act: -4; GC-A act: 8; GC-B act: 2; FXN GAA850 act: 1.8; DAX1 inh-1: 0.3; ssDAF-12 act: -0.6; hgDAF12 agonist: 0.6; sPLA2-III inh: -4; hcDAF12 agonist: -0.4; DAX1 inh-2: 1.7; proKLK7 act: -0.1

Results for O=C(CSc1nc2ccccc2n1CC(=O)N1CCCC1)Nc1nccs1 ?
SMARCA2 act: -4; GC-A act: 1; GC-B act: -1; FXN GAA850 act: 3.5; DAX1 inh-1: -0.9; ssDAF-12 act: -1.3; hgDAF12 agonist: -1.1; sPLA2-III inh: 3; hcDAF12 agonist: -0.2; DAX1 inh-2: -0.2; proKLK7 act: -0.9

What do the screens show for `COc1ccc(S(=O)(=O)NCCC(=O)NCc2cccs2)cc1`?
SMARCA2 act: -1; GC-A act: -5; GC-B act: -1; FXN GAA850 act: 0.9; DAX1 inh-1: -0.1; ssDAF-12 act: -1.9; hgDAF12 agonist: 0.9; sPLA2-III inh: 3; hcDAF12 agonist: -1.6; DAX1 inh-2: 2.2; proKLK7 act: -0.1

How did O=C(NCc1ccccc1OC(F)(F)F)C1CCC(=O)N(Cc2ccccn2)C1 (configuration not stated) do in these assays?
SMARCA2 act: 0; GC-A act: 2; GC-B act: 0; FXN GAA850 act: 0.1; DAX1 inh-1: 0.1; ssDAF-12 act: -1.1; hgDAF12 agonist: 0.5; sPLA2-III inh: 1; hcDAF12 agonist: -1.7; DAX1 inh-2: 0.1; proKLK7 act: -0.1

How did COc1ccc2c(c1OC)C(C1c3c(cc4c(c3OC)OCO4)CCN1C)OC2=O (configuration not stated) do in these assays?
SMARCA2 act: -2; GC-A act: -20; GC-B act: -16; FXN GAA850 act: -1.5; DAX1 inh-1: -1.1; ssDAF-12 act: -1.0; hgDAF12 agonist: -1.1; sPLA2-III inh: 5; hcDAF12 agonist: 0.0; DAX1 inh-2: 1.4; proKLK7 act: -0.2
